mut p53 react: mutant p53 pathway re-activators, primary screen, cell-based, SW480, luciferase, single point, HTS | 1.5% of 28,000 active | SW480 PUMA-promoter luciferase, p53 mutant reactivation | activation, % at 9.98 µM; in the data active = activation above about 52%
STK33 inh: STK33 kinase inhibitors, primary screen, biochemical, luminescence, ADP-Glo, MBP substrate; Serine/threonine-protein kinase 33 (Homo sapiens), Q9BYT3; 0.44% of 27,000 active; inhibition, % at 12.5 µM; in the data active = inhibition above about 20%
Target sequence (Q9BYT3 whole entry, looked up): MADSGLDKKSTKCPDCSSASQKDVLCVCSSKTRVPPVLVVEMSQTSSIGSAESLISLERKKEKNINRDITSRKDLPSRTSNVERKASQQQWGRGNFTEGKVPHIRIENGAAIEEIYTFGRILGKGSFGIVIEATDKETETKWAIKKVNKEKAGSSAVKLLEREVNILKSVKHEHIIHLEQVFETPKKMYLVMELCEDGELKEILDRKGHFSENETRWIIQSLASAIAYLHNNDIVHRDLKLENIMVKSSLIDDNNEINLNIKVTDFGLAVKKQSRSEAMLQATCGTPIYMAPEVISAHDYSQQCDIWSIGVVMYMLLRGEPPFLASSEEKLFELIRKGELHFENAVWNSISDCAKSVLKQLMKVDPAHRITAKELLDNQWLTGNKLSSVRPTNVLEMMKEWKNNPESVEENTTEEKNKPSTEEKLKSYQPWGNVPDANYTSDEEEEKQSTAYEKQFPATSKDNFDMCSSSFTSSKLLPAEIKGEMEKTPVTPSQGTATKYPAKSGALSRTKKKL
Numbers without * were called inactive; . = not tested or not shown; & = joins results of further samples. This is a subset (hit frequency here may not be typical).

SMILES	mut p53 react	STK33 inh
C[C@@H]1CCCCO[C@H](CN(C)S(=O)(=O)c2cn(C)cn2)[C@@H](C)CN([C@H](C)CO)C(=O)c2cc(NC(=O)Nc3cccc4ccccc34)ccc2O1	.	2
C[C@H]1CN([C@@H](C)CO)C(=O)c2cc(C#CC3CCCCC3)cnc2O[C@H]1CN(C)S(=O)(=O)c1ccccc1	-14	.
COc1cccc(NC(=O)CNC(=O)c2cccs2)c1	51*	1
C[C@H]1CN([C@@H](C)CO)C(=O)CCCn2cc(nn2)CO[C@@H]1CN(C)C(=O)OCc1ccccc1	3	-3
Cc1noc(C)c1S(=O)(=O)Nc1ccc2c(c1)CC(=O)N([C@H](C)CO)C[C@@H](C)[C@@H](CN(C)S(C)(=O)=O)O2	.	4
c1coc(-c2nn3c(C4COc5ccccc5O4)nnc3s2)c1 (configuration not stated)	8	-2
CCCC#Cc1cnc2c(c1)C(=O)N([C@H](C)CO)C[C@H](C)[C@H](CN(C)Cc1ccc(C(=O)O)cc1)O2	21	.
C[C@@H]1CN([C@@H](C)CO)C(=O)Cc2cc(NC(=O)CCC(F)(F)F)ccc2O[C@@H]1CN(C)C(=O)Nc1ccc(F)cc1	.	3
C[C@H](CO)N1C[C@H](C)[C@@H](CN(C)S(=O)(=O)c2ccc(Cl)cc2)OCc2cn(nn2)CCCC1=O	2	1
C[C@H](CO)N1C[C@H](C)[C@H](CN(C)S(=O)(=O)c2ccc(F)cc2)Oc2ccc(NC(=O)Nc3ccccc3)cc2CC1=O	.	5
Cc1cc(C)nc(N(C#N)Cc2cccc([N+](=O)[O-])c2)n1	-1	2
C[C@H]1CN([C@@H](C)CO)C(=O)c2cc(NS(=O)(=O)c3ccc(F)cc3)ccc2O[C@H]1CN(C)S(=O)(=O)c1ccc(Cl)cc1	.	0
Cc1c(F)cccc1NC(=O)CCC(=O)O	11	3
C[C@@H]1CN([C@H](C)CO)C(=O)c2cccc(NS(=O)(=O)c3ccc(F)cc3)c2O[C@@H]1CN(C)Cc1ccc(C(F)(F)F)cc1	-3	.
CC(C)(Oc1ccc(Cl)cc1)C(=O)Nc1cc(-c2nc3ncccc3o2)ccc1Cl	10	-3
Cc1noc(C)c1S(=O)(=O)Nc1cccc2c1O[C@H](CN(C)Cc1ccc(C(=O)O)cc1)[C@@H](C)CN([C@@H](C)CO)C2=O	9	.
C[C@H](CO)N1C[C@H](C)[C@H](CN(C)C(=O)Nc2ccc(C(F)(F)F)cc2)Oc2ccc(NC(=O)CCN3CCOCC3)cc2CC1=O	.	0
Cc1noc(C)c1S(=O)(=O)N(C)C[C@H]1Oc2ccc(NC(=O)NC(C)C)cc2CC(=O)N([C@H](C)CO)C[C@@H]1C	-1	.
C[C@@H]1CCCCO[C@@H](CN(C)C(=O)c2ccncc2)[C@@H](C)CN([C@H](C)CO)C(=O)c2cc(N(C)C)ccc2O1	7	0
Cc1ccc(-n2c3c(cc(C(=O)NCCCN4CCOCC4)c2=O)C(=O)CCC3)cc1	3	-1
C[C@@H]1CCCCO[C@H](CN(C)C(=O)NC2CCCCC2)[C@@H](C)CN([C@H](C)CO)C(=O)c2cc(NC(=O)C3CCCCC3)ccc2O1	.	1
COc1ccccc1-c1ccc2c(c1)O[C@H](CN(C)Cc1ccc3c(c1)OCO3)[C@H](C)CN([C@H](C)CO)S2(=O)=O	-30	.
Cc1sc2ncnc(SCC(=O)N3CCC(c4noc5ccc(F)cc45)CC3)c2c1C	7	1
C[C@@H]1CN([C@H](C)CO)C(=O)CCCn2cc(nn2)CO[C@H]1CN(C)Cc1cccnc1	.	1
CC1(C)CC(NC(=O)CC(c2ccc(F)cc2)c2ccco2)CCO1 (configuration not stated)	9	-1
C[C@@H]1CCCCO[C@@H](CN(C)C(=O)c2ccccc2)[C@@H](C)CN([C@H](C)CO)C(=O)c2cc(NC(=O)C3CCCCC3)ccc2O1	.	2
CCOC(=O)c1ccc(NC(=O)CSc2ncccn2)cc1	10	4
COc1ccc(S(=O)(=O)Nc2ccc3c(c2)C(=O)N([C@H](C)CO)C[C@@H](C)[C@H](CN(C)Cc2ccc(C(=O)O)cc2)O3)cc1	4	1
C[C@@H]1CN([C@@H](C)CO)C(=O)c2cc(NC(=O)c3ccncc3)ccc2O[C@@H](C)CCCCO[C@@H]1CN(C)C(=O)CCC(F)(F)F	1	.
C[C@@H]1CN([C@H](C)CO)C(=O)Cc2cc(NC(=O)NC3CCCCC3)ccc2O[C@H]1CN(C)Cc1ccc(-c2ccccc2)cc1	.	1

Reformatted: two of the compounds above.
Compound: C[C@@H]1CCCCO[C@@H](CN(C)C(=O)c2ccccc2)[C@@H](C)CN([C@H](C)CO)C(=O)c2cc(NC(=O)C3CCCCC3)ccc2O1
  mut p53 react: . | STK33 inh: 2

Compound: C[C@@H]1CCCCO[C@H](CN(C)C(=O)NC2CCCCC2)[C@@H](C)CN([C@H](C)CO)C(=O)c2cc(NC(=O)C3CCCCC3)ccc2O1
  mut p53 react: . | STK33 inh: 1

Next compounds:
SMILES	mut p53 react	STK33 inh
CCCCn1c(SCC(N)=O)nc2c1c(=O)n(C)c(=O)n2C	-6	3
NS(=O)(=O)c1cc2c(cc1Cl)NC=NS2(=O)=O	-4	.
C[C@H](CO)N1C[C@H](C)[C@H](CN(C)C(=O)Nc2cccc3ccccc23)Oc2ccc(NC(=O)CCCN(C)C)cc2C1=O	-1	3
COC(=O)c1ccccc1NC(=O)CN1CCOCC1	2	3
C[C@@H]1CCCCO[C@H](CN(C)C(=O)c2ccncc2)[C@H](C)CN([C@H](C)CO)C(=O)c2cc(NS(=O)(=O)c3ccccc3)ccc2O1	3	.
CC(C)NC(=O)Nc1ccc2c(c1)C(=O)N([C@H](C)CO)C[C@@H](C)[C@@H](CN(C)C)OCCCC[C@@H](C)O2	0	.
C[C@@H]1CN([C@H](C)CO)C(=O)Cc2cc(NC(=O)CCC(F)(F)F)ccc2O[C@@H]1CN(C)C(=O)Nc1ccc2c(c1)OCO2	.	-1
O=C(CSc1nnnn1-c1ccc(Cl)cc1)Nc1ccc(Cl)cc1Cl	14	-1
C[C@@H]1CN([C@H](C)CO)C(=O)Cc2cc(NC(=O)Cc3cn(C)c4ccccc34)ccc2O[C@H]1CN(C)C	.	3
Cc1ccc(NC(=O)C2CC(=O)n3ncnc3N2)cc1 (configuration not stated)	-14	-2
C[C@@H]1CN([C@@H](C)CO)C(=O)c2cc(NC(=O)Cc3ccccc3)ccc2O[C@H]1CN(C)S(=O)(=O)c1cccs1	.	1
C[C@@H]1CN([C@@H](C)CO)C(=O)CCCn2nncc2CO[C@@H]1CN(C)Cc1ccc2c(c1)OCCO2	.	1
C[C@@H]1CN([C@H](C)CO)C(=O)Cc2cc(NC(=O)C3CCCCC3)ccc2O[C@H]1CN(C)CC1CCCCC1	.	2
C[C@@H]1CN([C@H](C)CO)C(=O)Cc2cc(NC(=O)c3ccncc3)ccc2O[C@@H]1CN(C)CC1CCCCC1	.	0
Cc1c(CNC(=S)Nc2cccc([N+](=O)[O-])c2)cnn1C	14	-3
C[C@H]1CN([C@@H](C)CO)C(=O)Cc2cc(NC(=O)Nc3ccc(C(F)(F)F)cc3)ccc2O[C@H]1CN(C)Cc1ccc2c(c1)OCO2	.	1
CNC[C@H]1Oc2ccc(NC(=O)Nc3ccc(OC)cc3)cc2CC(=O)N([C@@H](C)CO)C[C@@H]1C	4	0
COc1cc(NC(=O)COc2ccccc2Cl)ccc1NC(=O)c1cc2ccccc2o1	-31	7
COc1ccc(NC(=O)Nc2cccc3c2O[C@@H](CN(C)S(=O)(=O)c2cccs2)[C@H](C)CN([C@H](C)CO)C3=O)cc1	-4	.
Cc1cc2c(c(Sc3ccc(Cl)cc3)n1)C(=O)NC2=O	.	0
Cc1cc(C)cc(N(C(C)C(=O)O)S(C)(=O)=O)c1 (configuration not stated)	4	0
CS(=O)(=O)N(CC(=O)Nc1cc(Cl)c(Cl)cc1Cl)C1CCCCC1	-9	1
CCOC(=O)c1sc2sc(C(=O)OCC)c(-c3ccc(Cl)cc3)c2c1N	.	2
Cc1ccc(C(=O)CSc2nnc(-c3cccc(F)c3)n2-c2ccccc2)c(C)c1	-22	6
C[C@@H]1CN([C@H](C)CO)C(=O)c2cccc(NC(=O)Nc3ccccc3)c2O[C@@H]1CN(C)C(=O)NC1CCCCC1	-4	.
O=C(Nc1cccc(Cn2cccn2)c1)c1cc(-c2ccccc2)nc2ccccc12	-9	5
Cc1ccc(S(=O)(=O)Nc2ccc3c(c2)C(=O)N([C@@H](C)CO)C[C@@H](C)[C@H](CN(C)S(=O)(=O)c2ccccc2)O3)cc1	.	1
CC(C)NC(=O)N(C)C[C@H]1OCCCC[C@H](C)Oc2ccc(NC(=O)Nc3ccc(F)cc3)cc2C(=O)N([C@@H](C)CO)C[C@H]1C	2	.
Cc1cc(C)c(C#N)c(SCC(O)CSc2ccc(Cl)cc2)n1 (configuration not stated)	16	-2
COc1ccc(S(=O)(=O)Nc2ccc3c(c2)CC(=O)N([C@H](C)CO)C[C@H](C)[C@H](CN(C)C(=O)Nc2ccc4c(c2)OCO4)O3)cc1	.	-1
O=C(N1CCOCC1)[C@@]1(CCS(=O)(=O)c2ccccc2)COC(c2ccc(OCCCO)cc2)=N1	.	-5
Cc1cccc(NC(=O)CSc2nncn2C)c1	3	-1
CC1=NN(c2ccccc2)C(=O)C1C (configuration not stated)	.	0
C[C@H](CO)N1C[C@H](C)[C@H](CN(C)S(=O)(=O)c2cccc(F)c2)OCc2cn(nn2)CCCC1=O	.	-12
C[C@H]1CN([C@@H](C)CO)C(=O)c2cc(-c3cncnc3)cnc2O[C@H]1CN(C)C(=O)c1cccc(F)c1	-3	.
CCC(=O)N(C)C[C@@H]1Oc2ncc(Br)cc2C(=O)N([C@H](C)CO)C[C@@H]1C	14	.
CC(C)C#Cc1ccc2c(c1)O[C@H](CN(C)C(=O)c1ccccc1)[C@H](C)CN([C@@H](C)CO)S2(=O)=O	-12	.
CC(C)c1ccc(NC(=O)CSc2nnc(-c3ccccc3O)n2C)cc1	13	-4
COc1ccc(S(=O)(=O)Nc2cccc3c2O[C@@H](CN(C)Cc2ccncc2)[C@H](C)CN([C@@H](C)CO)C3=O)cc1	-2	.
COC(=O)c1cc(-c2ccccc2)sc1NC(=S)NC(C)c1cc(OC)ccc1OC (configuration not stated)	42	-1
COc1ccc([C@@H]2CC(=O)c3c(O)cc(O[C@@H]4O[C@H](CO[C@@H]5O[C@@H](C)[C@H](O)[C@@H](O)[C@H]5O)[C@@H](O)[C@H](O)[C@H]4O)cc3O2)cc1O	12	-1
Cc1noc(C)c1C(=O)NCc1ccco1	15	-4
CNC[C@H]1Oc2ccc(NC(=O)Nc3ccc(F)cc3)cc2C(=O)N([C@@H](C)CO)C[C@@H]1C	0	-5
CNC[C@H]1Oc2c(NS(=O)(=O)c3c(C)noc3C)cccc2C(=O)N([C@@H](C)CO)C[C@H]1C	8	.
CNC[C@H]1Oc2c(NC(=O)Nc3ccc(C(F)(F)F)cc3)cccc2C(=O)N([C@@H](C)CO)C[C@@H]1C	14	.
C[C@@H]1CN([C@H](C)CO)C(=O)CCCn2cc(nn2)CO[C@@H]1CN(C)C(=O)NC1CCCC1	.	1
Cc1nccn1CC1CCc2c(c3ccccc3n2C)C1=O (configuration not stated)	18	-7&-4
C[C@H](CO)N1C[C@H](C)[C@H](CN(C)S(=O)(=O)c2ccccc2)OCCCC[C@H](C)Oc2ccc(NC(=O)CCC(F)(F)F)cc2C1=O	-13	.
CNC[C@H]1Oc2ccc(NC(=O)Cn3cnnn3)cc2CC(=O)N([C@@H](C)CO)C[C@@H]1C	12	0
Cc1noc(C)c1S(=O)(=O)Nc1ccc2c(c1)C(=O)N([C@H](C)CO)C[C@H](C)[C@H](CN(C)C(=O)Nc1ccccc1)O2	6	1
C[C@@H]1CCCCO[C@H](CN(C)C(=O)Nc2ccc(C(F)(F)F)cc2)[C@@H](C)CN([C@H](C)CO)C(=O)c2cc(NC(=O)Nc3ccc4c(c3)OCO4)ccc2O1	.	0
C[C@@H]1CN([C@H](C)CO)C(=O)c2cc(NC(=O)Nc3ccccc3)ccc2O[C@@H]1CN(C)Cc1ccncc1	4	.
C[C@H]1CN([C@@H](C)CO)C(=O)Cc2cc(NC(=O)CCN3CCOCC3)ccc2O[C@H]1CN(C)C(=O)Nc1cccc2ccccc12	-12	0
COc1ccc(OCC(=O)Nc2ccccc2C(=O)Nc2ccccc2)cc1	6	5
C[C@H]1CN([C@@H](C)CO)C(=O)Cc2cc(NS(=O)(=O)c3ccc(Cl)cc3)ccc2O[C@H]1CN(C)CC1CC1	.	4
C[C@H](CO)N1C[C@H](C)[C@H](CN(C)Cc2ccc(-c3ccccc3)cc2)Oc2ccc(NC(=O)CCC(F)(F)F)cc2CC1=O	.	-4
COc1ccc(S(=O)(=O)Nc2cccc3c2O[C@@H](CN(C)C)[C@@H](C)CN([C@H](C)CO)C3=O)cc1	2	.
C[C@H]1CN([C@@H](C)CO)C(=O)c2cccc(NS(=O)(=O)c3ccc(Cl)cc3)c2O[C@H]1CN(C)C	9	2

In the list so far, these have two or more sulfur atoms:
SMILES	mut p53 react	STK33 inh
Cc1noc(C)c1S(=O)(=O)Nc1ccc2c(c1)CC(=O)N([C@H](C)CO)C[C@@H](C)[C@@H](CN(C)S(C)(=O)=O)O2	.	4
C[C@H]1CN([C@@H](C)CO)C(=O)c2cc(NS(=O)(=O)c3ccc(F)cc3)ccc2O[C@H]1CN(C)S(=O)(=O)c1ccc(Cl)cc1	.	0
Cc1sc2ncnc(SCC(=O)N3CCC(c4noc5ccc(F)cc45)CC3)c2c1C	7	1
NS(=O)(=O)c1cc2c(cc1Cl)NC=NS2(=O)=O	-4	.
C[C@@H]1CN([C@@H](C)CO)C(=O)c2cc(NC(=O)Cc3ccccc3)ccc2O[C@H]1CN(C)S(=O)(=O)c1cccs1	.	1
COc1ccc(NC(=O)Nc2cccc3c2O[C@@H](CN(C)S(=O)(=O)c2cccs2)[C@H](C)CN([C@H](C)CO)C3=O)cc1	-4	.
CCOC(=O)c1sc2sc(C(=O)OCC)c(-c3ccc(Cl)cc3)c2c1N	.	2
Cc1ccc(S(=O)(=O)Nc2ccc3c(c2)C(=O)N([C@@H](C)CO)C[C@@H](C)[C@H](CN(C)S(=O)(=O)c2ccccc2)O3)cc1	.	1
Cc1cc(C)c(C#N)c(SCC(O)CSc2ccc(Cl)cc2)n1 (configuration not stated)	16	-2
COC(=O)c1cc(-c2ccccc2)sc1NC(=S)NC(C)c1cc(OC)ccc1OC (configuration not stated)	42	-1
